ERAP1 HTS inh – inhibitors of human ERAP1 aminopeptidase. Q9NZ08. recombinant ERAP1, Leu-AMC fluorescence, 60 min. inhibition, % at 10.7 µM. 340,000 compounds, 0.15% hits. AID 652197;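 active means mean replicate inhibition of at least 30%, or all replicates individually reaching that 30% level; inactive means mean below 30% and not every replicate reaching it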;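 further: 0% = neutral control wells and 100% = L-leucinethiol positive control wells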
PGC1a acetyl inh – modulators of PGC1a acetylation; U2OS PGC1a acetylation, AlphaScreen anti-acetyl-lysine; with virally co-expressed GCN5 acetyltransferase; inhibition, % at 15.6 µM; 350,000 compounds, 0.17% hits; AID 651687;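 active means every replicate shows inhibition of at least 40%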;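 further: 0% = neutral control wells and 100% = positive control wells; some results beyond the cut were filed as inactive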
miR-122 sensor – miR-122 inhibition in Huh7 cells | Huh7 miR-122 Renilla luciferase sensor, 48 h; neutral wells = 0, positive control = 100 | activation (reporter increase), % at 12.5 µM | 340,000 compounds, 0.3% hits | AID 602342;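 active means mean replicate activation score at least 90 and every replicate individually at or above 90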;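 further: higher luciferase means less miR-122 activity so hits act as miR-122 inhibitors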
Cneo AK release – causes C. neoformans cell lysis; adenylate kinase release luminescence, 4 h; normalised: neutral wells 0, clomiphene wells 100; AID 651654; 360,000 compounds, 0.2% hits; lysis activity, % at 15 µM;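 active means mean lysis activity across replicates of at least 80%, whatever share of replicates individually reach that level; inactive means mean lysis activity below 80%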
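Material: C. neoformans cells; Schedule: 4 h static compound exposure, 37 °C, read 1 h post-reagent; Measured by: adenylate kinase release luminescence; Read-out: signal increase indicating cell lysis; Controls: Clomiphene as positive lysis control.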
PglD DTNB – inhibitors of Campylobacter jejuni PglD acetyltransferase. AID 602405. 360,000 compounds, 0.098% hits. purified PglD enzyme, DTNB colorimetric CoA detection. inhibition, % at 12.5 µM; in the data active means inhibition above about 16%, passing the limit was not always enough; further: strong numbers were not always called active
RAD52 inh – blocks human RAD52 DNA annealing; recombinant RAD52 DNA annealing, FRET fluorescence; AID 651710; 360,000 compounds, 0.46% hits; P43351; inhibition, % at 18.7 µM;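 active means every replicate showing at least 50% inhibition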
Target sequence (P43351 whole entry, looked up): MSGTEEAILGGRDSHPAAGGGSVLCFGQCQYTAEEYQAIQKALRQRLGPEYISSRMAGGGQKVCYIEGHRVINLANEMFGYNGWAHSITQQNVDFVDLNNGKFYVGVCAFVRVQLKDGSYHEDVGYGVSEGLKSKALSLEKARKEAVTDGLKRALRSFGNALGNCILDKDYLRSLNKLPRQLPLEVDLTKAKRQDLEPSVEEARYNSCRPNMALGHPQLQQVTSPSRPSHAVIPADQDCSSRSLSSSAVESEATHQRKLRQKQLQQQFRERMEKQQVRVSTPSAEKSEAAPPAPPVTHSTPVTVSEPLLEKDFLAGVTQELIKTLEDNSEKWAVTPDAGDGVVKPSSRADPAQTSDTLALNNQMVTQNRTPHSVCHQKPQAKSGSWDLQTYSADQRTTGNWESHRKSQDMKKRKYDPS
E-sel inducer – E-selectin induction on HUVECs; P16581; HUVEC E-selectin immunofluorescence imaging; normalized: neutral wells 0, TNF-alpha wells 100; activation, % at 7.58 µM; 260,000 compounds, 0.37% hits; AID 686992;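 active means mean E-selectin-positive cell signal at least 10% of the positive control, reached in at least 60% of replicates, without over 20% cell loss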;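 further: in these data hits start at about 27%; measured in HUVEC primary endothelial cells; signal is the percent of cells scored E-selectin positive by PE staining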
Target sequence (P16581 whole entry, looked up): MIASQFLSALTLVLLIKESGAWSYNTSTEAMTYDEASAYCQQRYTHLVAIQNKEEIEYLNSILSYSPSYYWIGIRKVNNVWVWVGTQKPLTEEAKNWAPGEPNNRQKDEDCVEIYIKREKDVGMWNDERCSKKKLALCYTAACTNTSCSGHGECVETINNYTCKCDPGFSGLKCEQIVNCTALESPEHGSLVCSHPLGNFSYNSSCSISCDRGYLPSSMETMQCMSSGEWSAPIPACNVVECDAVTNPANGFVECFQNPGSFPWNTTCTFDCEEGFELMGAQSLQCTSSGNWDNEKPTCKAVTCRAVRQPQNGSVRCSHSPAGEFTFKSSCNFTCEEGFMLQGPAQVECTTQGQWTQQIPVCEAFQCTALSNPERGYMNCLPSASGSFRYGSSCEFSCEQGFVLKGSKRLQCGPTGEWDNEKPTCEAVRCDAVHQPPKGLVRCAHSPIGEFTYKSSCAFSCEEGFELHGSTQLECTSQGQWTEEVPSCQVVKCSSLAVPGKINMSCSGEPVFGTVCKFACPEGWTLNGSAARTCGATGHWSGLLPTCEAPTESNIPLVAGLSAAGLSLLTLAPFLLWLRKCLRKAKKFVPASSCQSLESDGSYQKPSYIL
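Assay system: HUVEC, human umbilical vein endothelial cells / Amount: 3,000 HUVEC/well / Controls: TNF-alpha positive control, DMSO neutral control / Compound dosing: single concentration / Medium: EGM-2 over gelatin coat / Evaluation: percent E-selectin-positive cells / Signal: immunofluorescence imaging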
RAD54 inh – RAD54 (human) branch migration inhibition; RAD54 Holliday junction branch migration, FAM/BHQ fluorescence; inhibition, % at 10.4 µM; 360,000 compounds, 0.14% hits; AID 602329;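 active means mean normalized replicate activity at least 40 and at least half of replicates scoring 40 or more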;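 further: 0% = median of neutral control wells and 100% = median of positive control wells; inhibitors cause a drop in the FAM fluorescence signal; in these data hits start at about 50%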
Numbers without * were called inactive; . = no result given; [ ] = another dose, or the depositor's remark.

SMILES | ERAP1 HTS inh | PGC1a acetyl inh | miR-122 sensor | Cneo AK release | PglD DTNB | RAD52 inh | E-sel inducer | RAD54 inh
O=C(c1ccccc1)c1nn(-c2ccccc2)c2nnc(Cc3ccccc3)c(=O)n12 | -1 | 4 | 3 | -1 | 4 | -18 | . | 6
COC(=O)CCSC(=S)N1CCOCC1 | 3 | 2 | . | 5 | -1 | -10 | 0.4 | -5
C/C(=N/OC(=O)c1ccc(C)cc1)c1ccc(N2C(=O)C3CCCCC3C2=O)cc1 (stereo not drawn) | . | 3 | -1 | 1 | -2 | . | . | -7
COc1ccc(-c2noc(N3CCC(C(=O)NCCCN4CC(C)CC(C)C4)CC3)n2)cc1 (stereo not drawn) | 1 | . | . | -3 | -11 | 1 | . | -5
CCC[N+]1(CC#CCC(c2ccccc2)c2ccccc2)CCCCC1 | -1 | 6 | -7 | 1 | 5 | -3 | -0.2 | 3
COC(=O)CCN(C(=O)c1cccc(OC(C)=O)c1)c1ccccn1 | . | -3 | -7 | 1 | -1 | . | . | 2
COc1cccc(-c2ccc3c(c2)O[C@H](CN(C)C(C)=O)[C@H](C)CN([C@@H](C)CO)S3(=O)=O)c1 | -2 | -4 | -6[16.7 µM] | 0 | 2 | -7 | -0.1 | 0
Cn1c(=O)[nH]c(=O)c2c1nc(N1CCCCC1)n2C/C=N/Nc1ccc(C(=O)O)cc1 | -1 | 7 | -2 | 1 | 0 | -40 | . | -20
O=C(CCC(=O)Nc1ccc(F)cc1)N/N=C/c1cccc(Br)c1 | 2 | -12 | 3 | -1 | -5 | -3 | . | -3
COc1ccc(S(=O)(=O)N(C(C)=O)c2ccc3oc(=O)sc3c2)cc1 | . | 1 | -8 | 3 | 0 | . | . | -1
CCOC(=O)N1CCC(NC(=O)c2cc3c(=O)n(C)c4ccccc4c3n2C)CC1 | 1 | . | -5 | 9 | 7 | -7 | 0.1 | 8
CC(C)(C)[S@](=O)N1Cc2cc(C(=O)NCCc3ccncc3)nc(-c3cccc(-c4ccncc4)c3)c2[C@@H]1CCO | -1 | -6 | . | -9 | -2 | -8 | 0.2 | 11
COc1ccc(N2CCN(S(=O)(=O)c3ccc4c(c3)OCCO4)CC2)cc1 | 4 | 7 | 5 | -2 | 8 | 15 | . | 6
COc1ccc2[nH]c3c(c2c1)CCN1C(=O)C(CC(=O)NC/C=C(\C)CCC=C(C)C)C[C@H](C(=O)N2CCOCC2)[C@@]31CCC1CCCC1 (stereo partly drawn) | -2 | 12 | -6 | 7 | 5 | -3 | 0.0 | -6
N#Cc1ccccc1Sc1ccccc1C(=O)OCC(=O)NC1CCCCC1 | -2 | 7 | -1 | . | 0 | -4 | 0.0 | 3
COc1cccc(S(=O)(=O)N(C)C[C@H]2Oc3cc(C#CCN(C)C)ccc3S(=O)(=O)N([C@H](C)CO)C[C@H]2C)c1 | 3 | -2 | 22[16.7 µM] | 0 | -4 | -4 | 0.0 | -13
COCCOC(=O)N1C(=O)[C@@]2(c3cc(C#Cc4ccc(OC)cc4)ccc31)[C@H](C(=O)N1CCc3cc(OC)c(OC)cc3C1)[C@H]1C(=O)O[C@H](c3ccccc3)[C@H](c3ccccc3)N1[C@@H]2c1ccc(OCCO)cc1 | -1 | 4 | . | 0 | . | -14 | . | .
NNc1ccc(Cl)c(C(=O)O)c1 | 8 | -9 | -10 | -6 | 6 | -33 | . | 3
C=CC[C@]12CCc3sccc3C1N(c1ccc(C(=O)OCC)cc1)C2=O (stereo partly drawn) | 3 | -40 | 1 | 0 | -2 | -22 | 0.1 | -2
CSC1=NCCN1C(=O)Cc1cccc2ccccc12 | -5 | -2 | -4 | -1 | -2 | -11 | . | -7
CCCCNC(=O)Nc1ccon1 | . | 5 | -4 | 1 | -1 | . | . | -10
CC(=O)NC[C@@H]1[C@@H](c2ccc(-c3cccnc3)cc2)[C@H](CO)N1C(=O)C1CCC1 | . | 12 | 0[16.7 µM] | 0 | 4 | . | -0.1 | 5
COc1ccc(OC)c(C2C(C(=O)c3ccc(C)o3)=C(O)C(=O)N2CCCN2CCOCC2)c1 (stereo not drawn) | . | -9 | 2 | 1 | 2 | . | . | -32
O=C(c1ccccn1)N1CC(=O)N2[C@H](C1)[C@H](c1ccc(C#CCc3ccccc3)cc1)[C@@H]2CO | 0 | -9 | . | . | . | -4 | 0.3 | .
CCOc1cc(/C=C2/C(=N)N3OC(C)=CC3=NC2=O)ccc1OC | 4 | -2 | -19 | . | . | -356 | 1.7 | .
Cc1cccc(CS(=O)(=O)c2ncc(Cl)c(C(=O)Nc3ccc(F)cc3)n2)c1 | 1 | -138 | -1 | -11 | 6 | -4 | . | -5
CC(C)CC#Cc1ccc2c(c1)O[C@@H](CN(C)C(=O)c1ccncc1)[C@H](C)CN([C@H](C)CO)S2(=O)=O | 1 | -1 | 13[16.7 µM] | -5 | 3 | 10 | -0.2 | -1
Cc1cnc(Nc2nc3ccccc3o2)nc1C(=O)Nc1cccc(C(F)(F)F)c1 | . | 0 | 13 | -1 | -8 | . | . | -3
O=C(COc1ccc(Br)cc1)NCCCNC(=O)c1cccnc1 | -1 | -35 | 5 | -1 | 1 | 1 | 0.5 | 5
O=C(COC(=O)C1CC1)NC(=O)c1ccccc1 | -2 | -2 | 1 | -3 | 1 | 3 | . | 4
Cc1noc(C)c1NC(=O)Nc1cccc2c1O[C@@H](CN(C)Cc1ccc(Oc3ccccc3)cc1)[C@@H](C)CN([C@@H](C)CO)C2=O | 1 | 1 | -6[16.7 µM] | 1 | 0 | 4 | 0.0 | -1
O=C(CCC1CCCCC1)NCCN1C2=NC[C@H](Cc3ccccc3)N2C[C@H]1Cc1ccc(O)cc1 | -1 | . | . | 29 | -4 | 15 | 1.4 | -2
COc1ccc(C)cc1NC(=O)c1cc2c(=O)n3ccccc3nc2n1C | -3 | 4 | -4 | 2 | -3 | -65 | 1.9 | -8
CCOC(=O)C1=C(C)NC(SCC(N)=O)=C(C#N)C1c1ccccc1 (stereo not drawn) | . | 9 | -7 | -1 | 1 | . | . | 2
CC(=O)NCCNC(=O)C1Cc2c(-c3ccc(Cl)cc3)ccnc2O1 (stereo not drawn) | 1 | . | 3 | 1 | 5 | -3 | . | 2
CCC(=O)N(C)C[C@@H]1Oc2ncc(C3=CCCC3)cc2C(=O)N([C@H](C)CO)C[C@@H]1C | -2 | 3 | 28[16.7 µM] | 2 | -2 | 11 | 0.7 | 5
COc1cccc(N2CCN(C3CC(=O)N(c4ccc(Cl)cc4)C3=O)CC2)c1 (stereo not drawn) | . | 8 | 5 | 4 | 4 | . | . | 1
COc1ccc(NC(=O)Nc2ccc3c(c2)C(=O)N([C@H](C)CO)C[C@@H](C)[C@@H](CN(C)C(=O)Nc2ccc(OC)cc2)O3)cc1 | -1 | 15 | 2[16.7 µM] | 0 | 4 | 7 | -0.2 | 0
O=[N+]([O-])c1ccc2c(c1)-c1ccccc1C2O (stereo not drawn) | 39* | 1 | 2 | 0 | -3 | -15 | -0.2 | 7
CC(C)n1c(SCC(=O)NC2CC2)nnc1C1CC1 | -2 | 1 | -1 | -4 | 0 | -1 | 1.0 | -5

The closing two entries of the part before come first, to join the parts:
SMILES | ERAP1 HTS inh | PGC1a acetyl inh | miR-122 sensor | Cneo AK release | PglD DTNB | RAD52 inh | E-sel inducer | RAD54 inh
O=[N+]([O-])c1ccc2c(c1)-c1ccccc1C2O (stereo not drawn) | 39* | 1 | 2 | 0 | -3 | -15 | -0.2 | 7
CC(C)n1c(SCC(=O)NC2CC2)nnc1C1CC1 | -2 | 1 | -1 | -4 | 0 | -1 | 1.0 | -5
CC(C)NC(=O)Nc1ccc2c(c1)CC(=O)N([C@@H](C)CO)C[C@@H](C)[C@@H](CN(C)C(=O)Nc1ccccc1)O2 | 1 | -11 | 5[16.7 µM] | -2 | 3 | 5 | -0.2 | 8
CCN(CC)c1ccc(NC(=O)c2ccccn2)cc1S(=O)(=O)Nc1ccccc1OC | -2 | -7 | 125* | 1 | 0 | -12 | . | 4
C[C@@H]1CN([C@H](C)CO)C(=O)c2cc(NC(=O)Cc3ccccc3)ccc2O[C@H]1CN(C)C(=O)Nc1ccc2c(c1)OCO2 | -3 | -3 | 8[16.7 µM] | 45 | 1 | 3 | -0.5 | 10
C[C@@H]1CN([C@@H](C)CO)C(=O)c2cc(NC(=O)C3CCCCC3)ccc2O[C@@H](C)CCCCO[C@@H]1CN(C)Cc1ccccc1 | -1 | 4 | -9[16.7 µM] | -3 | -1 | -9 | 0.1 | 7
CCOc1ccc(NC(=O)c2ccc3c(c2)C(=O)N(Cc2ccncc2)C3=O)cc1 | -1 | . | 5 | 4 | 4 | -6 | -0.2 | -1
CCC(C)(C)C1CCc2[nH]nc(C(=O)NCc3ccccn3)c2C1 (stereo not drawn) | -1 | . | . | 3 | 3 | -15 | -0.1 | -1
COc1ccc(NC(=O)/C(C#N)=C/c2ccc(-c3ccc(Cl)c(C(=O)O)c3)o2)cc1 | -53 | . | . | -8 | -4 | 1 | 0.1 | -8
O=S(=O)(/N=C(/c1ccccc1)N1CCCCCC1)c1ccccc1 | -5 | 2 | 3 | 0 | 2 | -9 | -0.3 | -2
COc1ccc(C)cc1C1=Nc2ccccc2C1(C)C | . | . | -1 | 2 | -5 | . | -0.4 | 8
CCOC(=O)C1CCCCN1Cc1cn(C)nc1-c1ccccc1F (stereo not drawn) | -3 | 2 | . | 0 | 0 | -10 | 1.4 | -5
CC(C)NC(=O)N(C)C[C@H]1Oc2ccc(NS(=O)(=O)c3ccc(F)cc3)cc2C(=O)N([C@@H](C)CO)C[C@@H]1C | . | 8 | -6[16.7 µM] | . | 6 | . | 0.0 | 19
C[C@@H]1CN([C@@H](C)CO)C(=O)Cc2cc(NS(=O)(=O)c3ccc(Cl)cc3)ccc2O[C@H]1CN(C)Cc1ccc(C(F)(F)F)cc1 | 0 | -5 | -30[16.7 µM] | 1 | 3 | 1 | 0.6 | -1
CCn1c(SCC(=O)c2cc(OC)ccc2OC)nnc1C1CC1 | . | -4 | -7 | 2 | 0 | . | . | -18
CCCCN(C(=O)COC(=O)c1nc2nc(C)cc(C)n2n1)C1CCS(=O)(=O)C1 (stereo not drawn) | 6 | 5 | -9 | 0 | 5 | -12 | . | 4
C[C@H](CO)N1C[C@H](C)[C@H](CN(C)C(=O)NC2CCCCC2)Oc2c(NC(=O)Nc3cccc4ccccc34)cccc2C1=O | 1 | 2 | -12[16.7 µM] | -5 | 46 | -11 | 0.0 | -4
Cc1cc(C)n(CCc2nc(-c3cc4ccccc4o3)cs2)n1 | . | 6 | -8 | 0 | 6 | . | . | -1
COc1ccc(C2(c3ccc(O)cc3O)CC(c3ccccc3Cl)NC(=S)N2)cc1 (stereo not drawn) | 4 | -4 | 9 | 0 | 2 | -14 | 5.5 | 8
CCCc1nc2c(s1)CCc1onc(-c3ccc(Cl)cc3)c1-2 | 0 | -17 | -2 | 0 | 0 | 0 | -0.1 | -4
C[C@@H]1CN([C@H](C)CO)C(=O)Cc2cc(N(C)C)ccc2O[C@@H]1CN(C)Cc1ccc(Oc2ccccc2)cc1 | 0 | -24 | 9[16.7 µM] | 4 | -1 | 3 | 0.0 | -3

Reformatted: entries from further up.
The line under a structure holds: ERAP1 HTS inh	PGC1a acetyl inh	miR-122 sensor	Cneo AK release	PglD DTNB	RAD52 inh	E-sel inducer	RAD54 inh
CCN(CC)c1ccc(NC(=O)c2ccccn2)cc1S(=O)(=O)Nc1ccccc1OC
    -2	-7	125*	1	0	-12	.	4
C[C@@H]1CN([C@H](C)CO)C(=O)c2cc(NC(=O)Cc3ccccc3)ccc2O[C@H]1CN(C)C(=O)Nc1ccc2c(c1)OCO2
    -3	-3	8[16.7 µM]	45	1	3	-0.5	10
